Screens from PubChem.
GDH-TPI counter – GDH-TPI coupling enzyme inhibitors, primary screen, artefact control for M. tuberculosis FBA inhibitor project, biochemical, absorbance, full deck | actives 1.2% (n = 360,000) | GDH-TPI coupled enzyme counterscreen, NADH absorbance | AID 588335, 2011 | inhibition, % at 4.8 µM; in the data active = inhibition above about 30%;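 note: 0% = DMSO wells and 100% = wells lacking the enzyme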
Mtb FBA inh – Mtb FBA enzyme inhibitors, primary screen, biochemical, fluorescence, strain H37Rv | purified M. tuberculosis FBA, fluorescence read-out | AID 588726, 2011 | actives 2.3% (n = 360,000) | inhibition, % at 1 µM; in the data active = inhibition above about 27%;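 note: 0% = vehicle and 100% = reference inhibitor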
Target sequence (P9WQA3 whole entry, looked up): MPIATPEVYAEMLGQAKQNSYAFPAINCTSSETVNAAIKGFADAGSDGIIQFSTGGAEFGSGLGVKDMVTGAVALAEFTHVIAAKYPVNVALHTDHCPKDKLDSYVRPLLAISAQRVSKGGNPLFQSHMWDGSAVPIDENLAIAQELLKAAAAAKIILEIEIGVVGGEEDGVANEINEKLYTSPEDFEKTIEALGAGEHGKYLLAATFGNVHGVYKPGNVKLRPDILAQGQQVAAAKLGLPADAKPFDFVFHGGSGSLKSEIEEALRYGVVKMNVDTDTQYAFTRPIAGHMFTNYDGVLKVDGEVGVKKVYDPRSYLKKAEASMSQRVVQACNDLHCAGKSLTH
SSB-PriA inh – inhibitors of Klebsiella pneumoniae PriA binding to SSB C-terminal tail, primary screen, biochemical, AlphaScreen; PriA–SSB C-terminal tail interaction (Klebsiella pneumoniae); AlphaScreen SSBct-PriA binding, biotinylated peptide; inhibition, % at 33 µM; actives 0.6% (n = 430,000); in the data active = inhibition mostly above about 37%, no sharp cut-off; inactive = mostly below about 20%;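 note: plate controls were negative control peptide for no effect and reference peptide for full effect; strong numbers were not always called active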
DUSP3 inh – VHR1 phosphatase inhibitors, primary screen, biochemical, absorbance, uHTS | actives 0.52% (n = 290,000) | recombinant VHR phosphatase, pNPP absorbance | AID 1654, 2009 | inhibition, % at 13.3 µM | Dual specificity protein phosphatase 3 (Homo sapiens), P51452; in the data active = inhibition above about 50%; note: some compounds called inactive have numbers as strong as hits
MazEF act – activators of E. coli MazEF toxin-antitoxin RNase, primary screen, biochemical, fluorescence, uHTS; Endoribonuclease toxin MazF (Escherichia coli (strain K12)), P0AE70; FAM/BHQ RNA-DNA oligo cleavage fluorescence, 5 h; activation, % at 20 µM; actives 0.32% (n = 350,000); AID 504720, 2011; in the data active = activation above about 50%
Target sequence (P0AE70 whole entry, looked up): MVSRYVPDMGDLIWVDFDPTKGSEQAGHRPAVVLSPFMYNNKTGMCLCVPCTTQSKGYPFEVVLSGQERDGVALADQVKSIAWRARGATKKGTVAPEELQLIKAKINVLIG
Rv3671c inh – Rv3671c serine protease inhibitors, primary screen, biochemical, fluorescence polarization, M. tuberculosis H37Rv; actives 0.048% (n = 320,000); inhibition, % at 5.96 µM; P9WHR9; AID 2606, 2010; in the data active = inhibition above about 38%;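 note: extracellular domain of Rv3671c used as enzyme; 0% = enzyme with DMSO and 100% = no enzyme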
3CLpro inhibitor – SARS-CoV 3CLpro protease inhibitors, primary screen, biochemical, quenched FRET; Replicase polyprotein 1ab (Severe acute respiratory syndrome coronavirus), P0C6X7; recombinant SARS-CoV 3CLpro, quenched FRET peptide cleavage; inhibition, % at 6 µM; actives 0.14% (n = 290,000); AID 1706, 2009; in the data active = inhibition above about 12%
BioA inh – M. tuberculosis BioA enzyme inhibitors, primary screen, biochemical, plate reader, single point, HTS. 7,8-diaminopelargonic acid synthase BioA (Mycobacterium tuberculosis). purified M. tuberculosis BioA enzyme. inhibition, % at 9.99 µM. actives 0.096% (n = 360,000); in the data active = inhibition above about 40%
Mtb UGM inh – M. tuberculosis UGM enzyme inhibitors, primary screen, biochemical, fluorescence polarization, single point | UDP-galactopyranose mutase (Mycobacterium tuberculosis (strain ATCC 25618 / H37Rv)), … | purified UGM, fluorescence polarization probe displacement | inhibition, % at 10 µM | actives 0.06% (n = 320,000); in the data active = inhibition above about 10%, passing the limit was not always enough
Target sequence (P9WIQ1 whole entry, looked up): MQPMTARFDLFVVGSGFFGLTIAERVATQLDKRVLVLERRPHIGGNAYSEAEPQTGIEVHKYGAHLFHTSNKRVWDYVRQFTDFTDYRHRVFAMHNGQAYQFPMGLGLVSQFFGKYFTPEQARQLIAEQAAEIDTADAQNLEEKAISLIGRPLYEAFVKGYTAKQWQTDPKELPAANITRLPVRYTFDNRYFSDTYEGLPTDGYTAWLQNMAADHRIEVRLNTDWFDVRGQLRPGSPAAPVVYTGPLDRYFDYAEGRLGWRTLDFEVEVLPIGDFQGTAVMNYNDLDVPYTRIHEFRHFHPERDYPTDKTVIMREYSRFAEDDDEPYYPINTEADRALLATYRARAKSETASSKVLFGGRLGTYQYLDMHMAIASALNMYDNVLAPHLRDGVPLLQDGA
Vc quorum ag – inducers of Vibrio cholerae quorum light production without autoinducers, primary screen, BH1578 luxS cqsA deficient, single point | V. cholerae BH1578 lux reporter, luminescence, 6 h | AID 588436, 2011 | actives 0.16% (n = 350,000) | activation, % at 18.7 µM; in the data active = activation mostly above about 9.7%, no sharp cut-off; note: not every result past the cut was called active; inactives centre near 0; reference of the scale not given here
* = called active by the depositor; i = inactive; / = not tested or not shown; & = joins results of further samples. These rows are one share of the data (hit frequency here may not be typical).

SMILES	Mtb FBA inh	MazEF act	3CLpro inhibitor	Rv3671c inh	DUSP3 inh	BioA inh	Mtb UGM inh	SSB-PriA inh	GDH-TPI counter	Vc quorum ag
C(=N\N1CCN(c2ccccn2)CC1)/C1=C(N2CCOCC2)C(=C/c2ccccc2)/CC1	2	-1	1	4	31	-1.8	-0.3	/	7	i
CC(=O)c1c(C)[nH]c(C(=O)OCc2ccccc2F)c1C	2	5	1	-8	-4	/	0.6	-4	4	-0.5
COC(=O)C1C(c2ccc(OC)cc2)NC(=O)NC1(O)C(F)(F)Cl (centres undefined)	0	-7	1	1	17	-0.9	-2.8	-17	2	-0.3
CCOC(=O)C1=C(c2ccccc2)Nc2nc(C)nn2C1c1cccc(OC)c1OC (centres undefined)	2	5	0	-2	-6	2.0	3.5	-11	10	-0.3
COc1cccc(CNCc2cccc(OC)c2O)c1O	2	1	/	/	/	/	/	2	1	i
O=C1[C@H](Oc2ccccc2)[C@@H](c2ccccc2)N1c1ccncc1	0	9	/	/	/	-0.7	/	-3	-5	i
CCCC(=O)N(c1ccc2oc(C)c(C(C)=O)c2c1)S(=O)(=O)c1ccc(C(=O)O)cc1	0	-32	4	7	-3	0.3	-1.6	-15	16	i
CC(C)(C)C(=O)Nc1ccc(N2CCCC2)cc1	0	11	0	8	8	/	-0.7	23	-8	i
CN1CCN(C(=O)C(C(=O)c2ccc(F)cc2)n2ccccc2=O)CC1 (centres undefined)	2	3	-4	2	24	-1.7	-0.5	-17	9	-2.9
O=C(CNC(=O)c1ccccc1Cl)N/N=C/c1ccc([N+](=O)[O-])s1	-2	1	2	-3	48	/	-1.7	/	8	i
Cc1cccc(NC(=O)CSc2nnc3ccc(-c4cccnc4)nn23)c1	-3	0	/	/	/	0.4	/	-12	0	-0.4
O=c1[nH]c(O)c(N=Nc2ccc3c(c2)OCCO3)c(=O)[nH]1	-11	-4	-4	-9	37	/	-0.8	2&-12	9	-0.2
O=C1Nc2ccccc2SC1c1ccccc1 (centres undefined)	-2	-2	-1	/	28	-0.9	-2.0	-22	-10	i
O=C(O)c1ccc(-n2nc(C(F)(F)F)c3c2-c2ccoc2CC3)cc1	3	3	-4	0	1	-0.2	2.6	0	-6	i
Cc1ccc2[nH]c(=O)c(CN(Cc3ccco3)C(=O)CN3CCCC(C)C3)cc2c1 (centres undefined)	4	10	0	-1	21	/	1.4	11	3	-0.5
NS(=O)(=O)c1ccc(CCNCc2ccccc2OCc2ccc(F)cc2)cc1	1	14	0	-11	-3	-0.7	-0.9	7	8	i
O=C(CSc1n[nH]c(=O)[nH]c1=O)N/N=C/c1ccccc1O	2	7	2	3	-11	/	0.6	/	1	-0.2
CC(=NC1CC1)c1c(-c2ccccc2)[nH]n(-c2nc3ccccc3s2)c1=O	3	3	-2	-9	12	-0.2	1.7	-18	26	-0.2
CCCn1c(SCC(=O)c2cc(OC)ccc2OC)nc2c1c(=O)n(C)c(=O)n2C	-1	10	1	/	-6	-1.6	/	-22	-13	i
O=C(O)CCNc1ccc(Cl)cc1	3	-9	3	-3	-7	/	0.1	-4	7	-0.4
N#CC1c2ccccc2-n2nncc2CN1S(=O)(=O)c1ccccc1 (centres undefined)	3	7	/	/	/	-0.4	/	6	4	i
CCOc1ccc(CN2CCN(c3ncnc4scc(-c5ccccc5)c34)CC2)cc1	6	-9	2	/	-11	-4.7	-4.1	-1	5	-0.6
Cn1c(Cc2ccc3c(c2)OCO3)nnc1SCC(=O)N1CCc2ccccc2C1	2	-3	4	1	6	2.2	-1.4	3	16	i
N#Cc1c(NC(=O)Cn2c(=O)oc3ccccc32)oc(-c2ccccc2)c1-c1ccccc1	2	-1	3	-154	21	0.7	-3.3	7	4	-5.9
[O-][n+]1c2ccccc2[n+]([O-])c2cc(O)ccc21	2	17	-3	-2	6	2.6	3.3	26&-1	3	0.7
O=C(NCCSCc1ccco1)c1ccc(CN2CCOCC2)cc1	-1	1	2	0	8	-1.2	-0.6	-13	0	-0.9
COc1cc(S(=O)(=O)NCC(c2ccco2)N2CCCCC2)ccc1NC(C)=O (centres undefined)	1	3	/	-5	/	0.1	0.2	-6	0	i
Cc1ccc(-c2nnc(SCc3nc4ccccc4[nH]3)n2Cc2ccco2)cc1	-2	2	4	-6	17	-1.1	0.2	-16	-6	-0.4
O=C(NC(Cc1ccccc1)C(=O)OCC(=O)N1CCc2ccccc21)c1ccco1 (centres undefined)	2	-2	0	-6	19	-2.5	1.1	-9	-11	/
O=C(NCc1ccc(F)cc1)c1ccc(CS(=O)(=O)Cc2ccccc2F)o1	55*	2	0	-10	14	12	-2.0	-12	2	-0.2

No new results follow: 8 of the compounds above.
SMILES	Mtb FBA inh	MazEF act	3CLpro inhibitor	Rv3671c inh	DUSP3 inh	BioA inh	Mtb UGM inh	SSB-PriA inh	GDH-TPI counter	Vc quorum ag
C(=N\N1CCN(c2ccccn2)CC1)/C1=C(N2CCOCC2)C(=C/c2ccccc2)/CC1	2	-1	1	4	31	-1.8	-0.3	/	7	i
CC(=O)c1c(C)[nH]c(C(=O)OCc2ccccc2F)c1C	2	5	1	-8	-4	/	0.6	-4	4	-0.5
COC(=O)C1C(c2ccc(OC)cc2)NC(=O)NC1(O)C(F)(F)Cl (centres undefined)	0	-7	1	1	17	-0.9	-2.8	-17	2	-0.3
CCOC(=O)C1=C(c2ccccc2)Nc2nc(C)nn2C1c1cccc(OC)c1OC (centres undefined)	2	5	0	-2	-6	2.0	3.5	-11	10	-0.3
COc1cccc(CNCc2cccc(OC)c2O)c1O	2	1	/	/	/	/	/	2	1	i
O=C1[C@H](Oc2ccccc2)[C@@H](c2ccccc2)N1c1ccncc1	0	9	/	/	/	-0.7	/	-3	-5	i
CCCC(=O)N(c1ccc2oc(C)c(C(C)=O)c2c1)S(=O)(=O)c1ccc(C(=O)O)cc1	0	-32	4	7	-3	0.3	-1.6	-15	16	i
CC(C)(C)C(=O)Nc1ccc(N2CCCC2)cc1	0	11	0	8	8	/	-0.7	23	-8	i

The list continues:
SMILES	Mtb FBA inh	MazEF act	3CLpro inhibitor	Rv3671c inh	DUSP3 inh	BioA inh	Mtb UGM inh	SSB-PriA inh	GDH-TPI counter	Vc quorum ag
Cc1cc(C2C(C#N)=C(N)OC3=C2C(=O)CCC3)c(C)s1 (centres undefined)	-1	2	4	3	12	-0.9	2.1	-5	2	10
CCCC(C)NC(=O)C1c2ccccc2Oc2ccccc21 (centres undefined)	4	1	1	9	20	-2.6	0.9	-1	8	0.3
COc1ccc(-c2nnn(CC(=O)c3ccc4c(c3)OCCO4)n2)cc1OC	-4	6	4	0	0	0.0	-3.9	-4	12	5.6*
O=C(N/N=C/c1cn(-c2ccccc2)nc1-c1cc2ccccc2o1)c1ccccc1Br	3	-10	2	-10	0	-1.1	-1.5	/	31*	-0.5
O=C(O)c1ccc2c3c(cccc13)C(=O)N(OS(=O)(=O)c1ccccc1)C2=O	12	-10	-1	-11	14	2.5	2.5	-6	-3	-0.4
O=C(Nc1ccc(S(=O)(=O)NC2=NCCCCC2)cc1)c1ccc(C(F)(F)F)cc1	-2	2	-4	3	24	/	-2.8	-2	3	i
Cc1sc2nc(CSCC(=O)Nc3c(Cl)cccc3Cl)[nH]c(=O)c2c1C	-1	7	8	-36	13	/	3.2	-3	12	-0.3
O=C(NNC(=S)Nc1ccccc1)c1cccnc1	1	1	4	1	8	9.3	-0.6	-10	20	-0.8
COc1ccc(-c2nnc(N(C)C(=O)C3CCOC3)s2)cc1 (centres undefined)	3	1	1	-2	/	1.4	-2.5	-9	2	/
Cc1ccc(-n2nc3c(N4CCC(C(=O)NCc5ccccc5C)CC4)nnc(C)c3c2C)cc1	5	9	-4	-17	2	1.9	0.0	2	16	i
Cc1c(Cl)cccc1NC(=O)CSc1nnc(CCNC(=O)OC(C)(C)C)o1	2	6	0	-13	0	0.8	1.6	-9	-8	-6.2
CN(C)C1(c2nnnn2-c2ccc(Cl)cc2)CCCCC1	1	12	0	7	-12	1.1	2.2	-22	-5	-0.1
Cc1cc(C)cc(NC(=O)C2COc3ccccc3O2)c1 (centres undefined)	-4	-2	/	/	/	2.7	/	/	3	-4.8
CCN1C(=O)[C@H]2[C@@H](c3ccc(-c4ccc(OC)cc4)cc3)N[C@@](C)(C(=O)OC)[C@H]2C1=O	100*	4	/	-3	/	-1.0	2.0	4	13	i
COc1cc(/C=N/O)ccc1OCc1ccc(Cl)cc1	/	/	1	-8	-8	/	0.8	/	/	/
COc1ccc(Cl)cc1C(=O)NNC1CC(=O)N(Cc2ccc(Cl)cc2)C1=O (centres undefined)	2	0	5	0	-4	/	-2.8	2	0	0.6
COc1cccc(/C=N/n2c(-c3n[nH]c4c3CCC4)n[nH]c2=S)c1O	4	-2	-2	13	4	/	1.1	/	5	i
COc1ccc(CCNC(=O)CCCn2c(=O)c3cccn3c3cccnc32)c(OC)c1OC	10	-5	-6	1	32	-3.7	2.4	-7	18	-0.2
COC(=O)c1sc(NC(=S)NNC(=O)c2c(Br)c(C)nn2C)c(C(=O)OC)c1C	-1	1	2	9	40	3.2	0.9	26	53*	-0.8
